Screens: PubChem BioAssay, The Scripps Research Institute Molecular Screening Center
MITF inh: human MITF inhibition, primary screen. O75030. hit rate 0.91% among 650,000. inhibition, % at 2.6 µM. AlphaScreen MITF homodimerization, bead proximity signal; in the data active = inhibition above about 50%;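 note: 0% = vehicle wells with protein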
Target sequence (O75030 whole entry, looked up): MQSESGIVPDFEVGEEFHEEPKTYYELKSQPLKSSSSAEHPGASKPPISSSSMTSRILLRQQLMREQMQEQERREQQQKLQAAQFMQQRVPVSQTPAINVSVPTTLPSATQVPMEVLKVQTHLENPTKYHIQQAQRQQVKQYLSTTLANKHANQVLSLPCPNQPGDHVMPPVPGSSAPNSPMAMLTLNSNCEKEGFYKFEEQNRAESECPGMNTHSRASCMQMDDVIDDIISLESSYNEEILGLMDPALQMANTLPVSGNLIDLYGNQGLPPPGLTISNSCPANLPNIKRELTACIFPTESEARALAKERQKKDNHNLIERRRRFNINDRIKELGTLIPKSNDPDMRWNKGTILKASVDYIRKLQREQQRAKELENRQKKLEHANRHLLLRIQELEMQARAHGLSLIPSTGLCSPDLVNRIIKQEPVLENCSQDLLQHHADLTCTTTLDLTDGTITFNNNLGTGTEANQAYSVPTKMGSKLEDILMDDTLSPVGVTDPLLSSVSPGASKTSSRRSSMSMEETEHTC
FBW7 activator: human FBW7 E3 ligase activation, primary screen. normalized activity (activation), % at 26.1 µM. AlphaScreen FBW7–phospho-cyclin E peptide binding, activator screen. Q969H0. hit rate 0.13% among 650,000; in the data active = normalized activity above about 1.9%;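 note: purified mutant Fbw7 with reduced substrate affinity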
TEAD-YAP block: TEAD-YAP interaction inhibition; hit rate 1.4% among 640,000; HEK-TIYL cells, TEAD-Gal4/YAP UAS-luciferase luminescence; inhibition, % at 9.12 µM; in the data active = inhibition above about 32%;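 note: 0% = median of test compound wells and 100% = reference inhibitor wells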
GPR151 activ: activates the human receptor GPR151; hit rate 1% among 650,000; activation, % at 11.2 µM; PathHunter beta-arrestin GPR151 cells, luminescence; Q8TDV0; in the data active = activation above about 4.9%;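 note: 0% = median of compound wells and 100% = cells with positive control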
Target sequence (Q8TDV0 whole entry, looked up): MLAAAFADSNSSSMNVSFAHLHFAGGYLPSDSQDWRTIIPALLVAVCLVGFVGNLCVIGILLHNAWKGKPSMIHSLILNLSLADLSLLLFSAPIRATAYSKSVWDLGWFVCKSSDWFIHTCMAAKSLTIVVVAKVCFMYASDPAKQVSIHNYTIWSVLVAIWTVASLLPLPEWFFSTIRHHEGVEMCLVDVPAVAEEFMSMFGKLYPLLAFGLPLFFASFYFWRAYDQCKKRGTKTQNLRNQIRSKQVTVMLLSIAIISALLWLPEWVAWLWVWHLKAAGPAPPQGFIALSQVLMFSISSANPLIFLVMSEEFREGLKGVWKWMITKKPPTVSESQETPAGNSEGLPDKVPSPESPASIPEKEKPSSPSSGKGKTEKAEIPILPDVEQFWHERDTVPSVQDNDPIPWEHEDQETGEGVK
Active calls of the source: *. Outcome played no part in choosing rows; about 3.4% have a hit in one of these screens.

SMILES	MITF inh	FBW7 activator	TEAD-YAP block	GPR151 activ
CCN(CC)c1ccc(/C=C2/C(=N)N3C(=NC2=O)SN=C3S(=O)(=O)CC)cc1	3.4	-0.2	10.8	0.8
CSc1nnc(-c2ccncc2)n1CCCN1CCCC1=O	6.8	-0.5	58.9*	0.6
COc1ccc(S(=O)(=O)N2CCc3cc(F)ccc32)cc1	-1.1	-0.1	10.7	0.2
Cc1ccc(-c2noc(COc3ccc(Cl)cc3)n2)cc1	3.8	0.1	5.0	0.2
CCCCCCOc1ccc(NC(=O)c2ccc(-c3ccc(CCCCC)cn3)cc2)cc1	4.0	-0.3	-1.1	-0.3
O=C(Cc1ccc(Cl)cc1)NCCc1cn2ccccc2n1	4.2	-0.2	-1.5	0.8
CCOc1cc(/C=C2\SC(N)=NC2=O)ccc1OC(=O)c1ccc(Cl)cc1	4.7	-0.1	13.6	2.0
Cc1nc2cc(C(F)(F)F)ccc2n1C1CCN(CC(=O)NC(C)(C)C)CC1	-3.9	0.3	2.6	0.3
O=[N+]([O-])c1ccccc1S(=O)(=O)Nc1ccc(Cl)cc1F	23.1	1.1	3.5	-0.4
CC(C)CC(=O)Nc1ccc2nn(-c3ccccc3)nc2c1	10.4	3.0*	-49.4	-0.5

Compound profiles (already shown). Values in the order: MITF inh | FBW7 activator | TEAD-YAP block | GPR151 activ
`CCN(CC)c1ccc(/C=C2/C(=N)N3C(=NC2=O)SN=C3S(=O)(=O)CC)cc1` is entered as 3.4 | -0.2 | 10.8 | 0.8
`CSc1nnc(-c2ccncc2)n1CCCN1CCCC1=O` is entered as 6.8 | -0.5 | 58.9* | 0.6
`O=[N+]([O-])c1ccccc1S(=O)(=O)Nc1ccc(Cl)cc1F` is entered as 23.1 | 1.1 | 3.5 | -0.4
`CCCCCCOc1ccc(NC(=O)c2ccc(-c3ccc(CCCCC)cn3)cc2)cc1` is entered as 4.0 | -0.3 | -1.1 | -0.3

The listing continues:
SMILES	MITF inh	FBW7 activator	TEAD-YAP block	GPR151 activ
Cn1cnnc1SCC(=O)Nc1ccc(OCc2ccccc2)cc1	14.1	0.1	-6.8	-2.3
Cc1ccc([N+](=O)[O-])cc1NC(=O)c1cccnc1	7.7	0.0	9.9	-1.0
Cc1nc2sc(C(=O)O)c(-n3cccc3)c2c(C)c1Cl	2.1	0.0	8.1	1.5
COc1ccc(-c2nnc(SC/C(O)=C(\C#N)c3nc4ccccc4[nH]3)o2)cc1OC	2.2	0.0	5.3	1.2
Cc1ccc2sc(NC(=O)CN3C(=O)CCC3=O)nc2c1C	4.2	0.2	5.2	1.2
N/C(Cc1ccc([N+](=O)[O-])cc1)=N\OC(=O)CSc1ccccc1	11.7	0.8	-0.1	-0.5
Cc1ccc(S(=O)(=O)Nc2ccc3oc(C)c(C(=O)OC(C)C)c3c2)c(C)c1	-3.5	-0.2	0.4	-0.2
COC(=O)c1cc(Cl)c(NC(=O)c2ccc(F)cc2)cc1OC	1.8	-0.1	-15.2	0.0
Cc1ccccc1NC(=O)c1ccccc1NC(=O)c1ccccc1F	-8.4	-0.1	-1.7	2.4
CC1CCCC(C)N1C(=O)CN1CCN(c2nc(-c3ccc(F)cc3)cs2)CC1 (configuration not stated)	7.2	0.4	0.7	0.6

Structural class, the compounds so far with an aryl methoxy group.
SMILES	MITF inh	FBW7 activator	TEAD-YAP block	GPR151 activ
COc1ccc(S(=O)(=O)N2CCc3cc(F)ccc32)cc1	-1.1	-0.1	10.7	0.2
COc1ccc(-c2nnc(SC/C(O)=C(\C#N)c3nc4ccccc4[nH]3)o2)cc1OC	2.2	0.0	5.3	1.2
COC(=O)c1cc(Cl)c(NC(=O)c2ccc(F)cc2)cc1OC	1.8	-0.1	-15.2	0.0

More entries.
SMILES	MITF inh	FBW7 activator	TEAD-YAP block	GPR151 activ
COc1ccccc1N1CCN(C2CCCN(C(=O)c3cc[n+]([O-])cc3)C2)CC1 (configuration not stated)	5.0	0.1	2.0	2.0
Fc1cc(-c2ccnc(Nc3ccc(-n4cnc(C(F)(F)F)n4)cc3)n2)cc(N2CCOCC2)c1	-5.9	0.2	-7.8	-0.5
COc1ccc(CNC(=O)NCCn2nc(C)cc2C)cc1OC	6.2	0.0	-3.5	-0.7
CCN(CC)S(=O)(=O)c1ccc(OC)c(Cl)c1	-3.0	-0.1	-8.2	0.7
COc1cccc(/C(C)=N/N=c2\sc3ccccc3n2C)c1	10.8	0.1	-14.0	-2.3
Cc1ccc(Cn2c(N/N=C/c3ccc(N(C)C)cc3)nc3c2c(=O)n(C)c(=O)n3C)cc1	5.6	0.1	-6.2	-0.8
O=C(N[C@H]1C[C@H]2C(=O)N[C@@H](CO)C(=O)N2C1)c1ccccc1	-15.8	0.2	-14.2	-2.8
O=C1C2ON(c3ccc(Cl)cc3)C(c3ccc(F)cc3)C2C(=O)N1c1ccc([N+](=O)[O-])cc1 (configuration not stated)	6.6	0.0	-1.2	0.2
Cc1cc(-c2cn[nH]c2C2CCCN(C(=O)N3CCOCC3)C2)on1 (configuration not stated)	5.8	-0.1	-4.2	-0.2
CCSCCOC(=O)C1=C(C)NC2=C(C(=O)CC(c3ccc(OC)cc3)C2)C1c1cccc([N+](=O)[O-])c1 (configuration not stated)	22.7	0.2	1.5	-0.5
CCC1(C(=O)OC)NC(c2ccc(Cl)cc2)C2C(=O)N(C)C(=O)C21 (configuration not stated)	3.0	0.1	3.2	-0.7
Cc1n[nH]c(C)c1S(=O)(=O)N1CCc2ccccc21	15.1	0.0	3.7	0.3
COc1cc(NC(=O)c2ccc(OC)c([N+](=O)[O-])c2)ccc1NC(=O)c1cccs1	-1.3	0.0	-9.0	2.9
Cn1cnnc1Sc1nc2c(c(=O)n(C)c(=O)n2C)n1C	4.4	0.5	-3.7	2.4
O=C1N[C@@H](CO)C(=O)N2C[C@@H](NCc3sc4ccccc4c3Cl)C[C@@H]12	0.4	0.0	-7.0	0.2
COC(=O)c1ccc(N2C(=O)NC(=O)/C(=C\c3ccc(O)c(OC)c3)C2=O)cc1	4.4	-0.2	6.8	0.5
Cc1cccc(C(=O)OCC(=O)NC(=O)NC(C)(C)C)c1O	8.6	0.2	14.7	-0.6
O=C1c2ccc([N+](=O)[O-])cc2C(=O)N1c1cccc([N+](=O)[O-])c1	6.5	-0.1	4.1	-0.6
CCOc1ccc(NC(=O)NCCN2CCN(c3ccccc3)CC2)cc1	4.2	0.2	-2.4	-0.1
CCOc1ccc2c(c1)-c1c(ssc1=S)C(C)(C)N2C(=O)c1cc2c(C)nn(-c3ccccc3)c2s1	21.9	1.0	-0.3	1.0
O=C(CSc1nc2ccccc2o1)Nc1nc(-c2ccccc2)cs1	-4.9	-0.1	-10.9	0.9
COC(=O)c1c(NC(=O)C2CC2c2ccccc2)sc(C)c1C (configuration not stated)	0.8	-0.1	-4.1	-0.9
CCOc1ccc(-n2c(C)nc3cc(C(=O)NCCCOC)ccc32)cc1	12.2	0.1	2.8	-1.6
COc1ccc(C(=O)/C=C/c2ccc(-c3cccc(Cl)c3Cl)o2)cc1	1.2	0.1	11.1	-1.9
O=C(Nc1ccc(N2CCOCC2)cc1)C1CC1	7.8	0.1	-1.6	-0.7
Nc1csc(C(c2ccccc2)c2ccccc2)n1	3.1	0.1	-2.5	1.6
Nc1nc(Nc2cccc(F)c2)sc1C(=O)c1ccc(F)cc1	16.8	0.6	-41.1	0.5
O=C(Nc1ccc(Br)cc1)c1nc2nc(-c3ccccc3)cc(C(F)(F)F)n2n1	7.5	0.2	11.6	-0.8
O=C1CS/C(=N\N=C\c2ccc(Cl)cc2)N1	-1.9	0.1	6.4	1.8
CCCOc1ccc(N)cc1OCCC	9.6	0.0	6.2	-0.2
CCc1ccccc1NC(=O)Cn1cnc2c(sc3nc(C)cc(C)c32)c1=O	4.7	-0.1	-1.0	-1.2
COc1cc(C2C(C#N)=C(N)N(c3ccc(Br)cc3)C3=C2C(=O)CCC3)cc(OC)c1OC (configuration not stated)	10.4	0.3	20.1	-0.7
COCCCNC(=O)c1ccc2c(=O)n(CCc3ccc(OC)c(OC)c3)c(=S)[nH]c2c1	43.0	0.0	-6.6	-0.7
Fc1ccc(Br)cc1C1CC(c2ccc(Cl)cc2)Nc2nnnn21 (configuration not stated)	5.4	-0.1	-4.6	0.1
COc1ccc(-c2cc(C(=O)N/N=C/c3ccccc3C(=O)O)[nH]n2)cc1OC	-1.3	0.0	-11.7	-1.6
Cc1cccn2c(=O)c3c(nc12)CCN(C(=O)C(C)(C)C)C3	5.5	0.2	-1.5	-0.8
CCN1c2ncccc2C(=O)NC12CCN(C(=O)CCc1c(C)nn(CC)c1C)CC2	0.5	-0.1	-9.4	0.0
Cc1cc(NC(=O)c2ccccc2[N+](=O)[O-])no1	15.8	0.1	-0.6	0.6
COc1cc(Nc2ncnc3nc(-c4csc5ccccc45)[nH]c23)cc(OC)c1OC	21.8	0.1	-1.3	0.4
Cc1nc(N2CCCC2C(=O)NCCc2nc(-c3cccnc3)no2)nc2ccc(F)cc12 (configuration not stated)	-1.8	0.0	0.2	1.3
CC1=C(C(=O)OCCCc2ccccc2)C(c2ccc(C)s2)NC(=O)N1C (configuration not stated)	-5.0	-0.1	-1.5	0.3
COC(=O)c1ccc2c(=O)[nH]c3c(C(=O)NC(C)c4ccccc4)sc(=S)n3c2c1 (configuration not stated)	-17.6	-0.1	-1.1	0.9
S=C(NCC1CCCO1)Nc1ccccc1Cl (configuration not stated)	39.3	1.0	-13.6	0.9
Cc1ccc(NC(=O)c2cc(-c3ccccc3Cl)nc3ccccc23)nc1	4.6	0.7	0.0	-0.6
CC1CCN(CC(C)CNC(=O)c2cc(-c3ccccn3)nc3ccccc23)CC1 (configuration not stated)	1.6	-0.1	0.0	-0.6
COc1ccc(C(=O)Nc2cc(-c3nc4cc(C)ccc4o3)ccc2Cl)cc1Br	58.8*	0.1	-30.9	-1.1
Cc1ccc(C2CC(C(F)(F)F)n3nc(C(=O)NC(C)c4ccccc4)c(Cl)c3N2)cc1 (configuration not stated)	3.8	0.2	28.2	-0.9
CN1CCC(N(C)Cc2cccc(Oc3ccccc3)c2)CC1	50.5	0.0	-1.3	0.5
CC(=O)c1c(C)[nH]c(C(=O)CSC(=S)N2CCCC2)c1C	15.0	0.9	-41.4	-0.2
Cc1nc2nc(C)c(CCC(=O)Nc3ccc(Br)c(C)c3)c(C)n2n1	-16.7	0.0	2.0	0.0
Going on with the list:
SMILES	MITF inh	FBW7 activator	TEAD-YAP block	GPR151 activ
COc1cc(C2C(=O)N(C3CCCCCC3)CC(=O)N2C(C)C)ccc1OC(C)C (configuration not stated)	10.4	0.0	1.5	0.2
CCCn1c(SCC(=O)NCC23CC4CC(CC(C4)C2)C3)n[nH]c1=O	-1.9	0.0	3.0	3.3
COC(CN(C)S(=O)(=O)c1ccc2c(c1)oc(=O)n2C)OC	-0.9	0.0	-1.2	-0.7
O=C1CC2c3ccccc3C1C1C(=O)N(c3ccccn3)C(=O)C21 (configuration not stated)	2.1	-0.1	-0.6	2.1
COc1cc(OC)cc(C(=O)NCc2n[nH]c(=S)n2-c2ccccc2OC)c1	10.9	0.0	-1.9	0.6
O=S(=O)(NCc1ccccc1)c1cccc2nonc12	-8.6	-0.1	6.1	0.7
CC1=C(C(=O)NC2CCCCC2)C2(CCCCC2)OC1=O	3.2	-0.1	-5.6	6.2*
N#CC1=C(N)Oc2n[nH]c(-c3cccc([N+](=O)[O-])c3)c2C1c1ccc(Cl)c(Cl)c1 (configuration not stated)	5.2	-0.4	3.4	7.9*
CO[C@H]1[C@H](NC(=O)c2ccccn2)c2ccccc2C12CCN(C(=O)C1=CCCC1)CC2	-7.2	-0.1	-4.3	0.7
COc1cc(/C=C2/N=C(c3cccc4ccccc34)OC2=O)cc(OC)c1OC(C)=O	20.2	1.0	-3.5	1.6
CCOC(=O)c1sc2nc(C)nc(Nc3ccc(C)cc3C)c2c1C	10.8	-0.1	7.3	1.2
COc1ccc(Cl)cc1CNc1cccc([N+](=O)[O-])c1	-3.8	0.2	-13.3	-0.4
O=C(c1c(Cl)cccc1Cl)N1CCOCC1	8.2	0.0	-1.6	0.6
COc1ccc(S(=O)(=O)N(CC(=O)O)c2ccc(C)cc2)cc1OC	1.0	0.0	4.8	-0.1
Cc1cc(C)n2nc(S(=O)(=O)Nc3cccc(F)c3)nc2n1	5.5	-0.1	5.2	-0.6
O=C(OCc1ccc([N+](=O)[O-])cc1Cl)c1ccccc1	-12.1	0.0	-1.2	1.4
CCOC(=O)C1=C(C)Nc2[nH]c(=O)[nH]c(=O)c2C1c1cc(OC)c(OC)c(OC)c1 (configuration not stated)	14.4	-0.1	0.9	0.1
O=C1NC(=O)N(c2ccccc2)C(=O)/C1=C\c1ccc(O)cc1	25.9	0.0	4.5	-1.1
O=C(CCCOc1cccc(Br)c1)NCc1ccccc1	8.8	0.4	3.7	-0.7
Cc1c(NS(=O)(=O)c2ccc(C3CCCCC3)cc2)c(=O)n(-c2ccccc2)n1C	6.5	0.0	-10.8	-1.5
O=c1c2ccccc2nc(SCc2ccc(F)cc2)n1CC1CCCO1 (configuration not stated)	9.7	0.0	1.2	0.2
CC12CN3CC(C)(CN(C1)C3c1cn(Cc3ccccc3)c3ccccc13)C2=O (configuration not stated)	2.7	0.0	6.9	-0.9
N#Cc1ccccc1COC(=O)c1ccc([N+](=O)[O-])s1	6.3	-0.2	6.3	-1.5
O=C(NCc1cccs1)c1cc2nc(-c3ccccc3)cc(-c3ccccc3)n2n1	10.7	0.3	1.5	-0.5
COc1ccc(CNC(=O)[C@@H]2C=CCN2c2cc(C)nc3ncnn23)cc1	3.8	-0.1	4.5	0.9
